FLuc counter: firefly luciferase modulation, counter-screen for miR-21 project. P08659. purified FLuc, Km substrates, luminescence inhibition. Potency, µM (doses to about 57.5 µM), for the others: at the highest dose activity change, negative = inhibition, actives largely listed as inhibitors. 360,000 compounds, 6.9% hits; active = well fitted inhibition curve with a large enough effect; inconclusive = small, poorly fitted or top-dose-only effect;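 also: plate controls were vehicle for no effect and reference inhibitor for full effect; nearly all actives have a fitted effect of over 55% in size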
Target sequence (P08659 whole entry, looked up): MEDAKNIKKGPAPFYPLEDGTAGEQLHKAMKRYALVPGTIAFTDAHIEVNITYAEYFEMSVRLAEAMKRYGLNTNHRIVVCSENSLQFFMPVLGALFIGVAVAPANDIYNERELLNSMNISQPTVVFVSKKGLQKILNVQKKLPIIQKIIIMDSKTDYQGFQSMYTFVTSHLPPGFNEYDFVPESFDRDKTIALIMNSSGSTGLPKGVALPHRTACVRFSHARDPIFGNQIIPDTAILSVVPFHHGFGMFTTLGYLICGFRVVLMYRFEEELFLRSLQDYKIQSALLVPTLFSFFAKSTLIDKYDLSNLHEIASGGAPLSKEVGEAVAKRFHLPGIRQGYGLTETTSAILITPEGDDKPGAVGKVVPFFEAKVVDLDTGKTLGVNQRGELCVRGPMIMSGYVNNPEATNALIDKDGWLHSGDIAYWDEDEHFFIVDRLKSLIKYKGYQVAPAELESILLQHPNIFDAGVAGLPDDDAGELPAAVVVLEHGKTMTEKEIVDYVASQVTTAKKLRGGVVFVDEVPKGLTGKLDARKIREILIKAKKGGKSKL
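Purified P. pyralis luciferase, 10 nM final, with Km-level 10 uM D-luciferin and 10 uM ATP in 50 mM Tris acetate pH 7.5, 10 mM Mg acetate, 0.01% Tween-20, 0.05% BSA; 6-point qHTS titration about 60 µM downward; luminescence read.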
Numbers without * were called inactive; ? = inconclusive. Potency is read from the fitted curve at half-maximal effect. Some of the compounds tested; count on the stated rates, not on these rows.

SMILES	FLuc counter
O=C(Cn1ncc2c3ccccc3n(Cc3cccc(Cl)c3)c2c1=O)NCc1cccs1	4%
COc1cccc(/C=C(\C#N)c2nc3ccccc3c(=O)[nH]2)c1OC	-10%
O=C(OCc1cc(=O)n2nc(C3CC3)sc2n1)c1ccc(NC(=O)c2ccccc2F)cc1	2%
CCN(CC)C(=O)c1sc2c(c1C)c(=O)n(-c1ccc(C)c(C)c1)c(=O)n2CC(=O)Nc1ccc(F)cc1	-5%
COc1ccc(-c2noc(COc3ccc(C)cc3C)n2)cc1OC	-12%
CCN(CC)C(=O)Cn1ncc2c([nH]c3ccc(C)cc32)c1=O	0%
COc1ccc(CCNC(=O)Cn2c(=O)c3sccc3n(CC(=O)Nc3cccc(C(F)(F)F)c3)c2=O)cc1OC	-2%
COc1cc(CNC(=O)c2cc(-c3ccccc3)n[nH]2)cc(OC)c1OC	-2%
CCCCCNC(=O)CCn1c(=O)[nH]c2ccccc2c1=O	-4%
CC(=O)c1cccc(NC(=O)[C@H]2O[C@@H]3OC(C)(C)O[C@@H]3[C@H]3OC(C)(C)O[C@H]32)c1	-4%
O=C(NCc1cccs1)c1ccc(CSc2nc3cccnc3n2Cc2ccccc2)cc1	-14%
Cc1ccc2cc3c(N)nn(C(=O)c4cccc(F)c4)c3nc2c1	-3%
CCOc1ccc(CCNC(=O)CN2C(=O)C(CC)Oc3ccccc32)cc1OCC (configuration not stated)	-7%
Cc1ccccc1CNC(=O)c1ccc2nc(SCc3ccc(F)cc3)n(C)c2c1	-1%
COc1ccc(Cl)cc1NC(=O)CCCn1c(C)c2cnn(-c3ccccc3)c(=O)c2c1C	-1%
CC(=O)Nc1nonc1-c1nc2ccccc2n1Cc1ccccc1Br	-12%
COc1ccc(-n2cc(-c3ccccc3)c3c(NC4CCCC4)ncnc32)cc1	-2%
CCOC(=O)c1ccc(NC(=O)CSc2nc3cc4ccccc4cc3[nH]2)cc1	5%
Clc1cccc(-n2ncc3c(NCCCn4ccnc4)ncnc32)c1	?
CCOc1ccc(S(=O)(=O)NCC(c2ccc(N(C)C)cc2)N2CCCC2)cc1 (configuration not stated)	-3%

Some of the entries so far, in markdown.
| molecule | FLuc counter |
| --- | --- |
| COc1ccc(-n2cc(-c3ccccc3)c3c(NC4CCCC4)ncnc32)cc1 | -2% |
| CCOC(=O)c1ccc(NC(=O)CSc2nc3cc4ccccc4cc3[nH]2)cc1 | 5% |

The results go on:
SMILES	FLuc counter
Cc1ccccc1OC(=O)c1nc(SCc2ccccc2F)ncc1Cl	-12%
COc1ccc(Cl)cc1NC(=O)c1cc2c(=O)n3ccccc3nc2s1	-9%
COc1cccc(NC(=O)CC2Nc3cc(C)c(C)cc3NC2=O)c1 (configuration not stated)	-18%
Cc1ccc(-c2cc(C(=O)Oc3ccccc3)c3cccc(C)c3n2)cc1	-5%
Cc1cccc(OC(=O)c2nc(SCc3ccccc3F)ncc2Cl)c1	5%
COc1cccc(C(=O)N2CCC(c3nc4ccccc4s3)CC2)c1	1%
COC(=O)CN1C(=O)CSc2ccc(S(=O)(=O)Nc3ccc(Cl)cc3C)cc21	?
Cc1ccc(OCC(=O)Nc2ccc3nc(SCC(=O)N4CCCC4)sc3c2)cc1	-19%
CCOC(=O)c1c(C)oc2ncnc(Nc3ccc(F)cc3Cl)c12	-4%
Cc1cc(NC(c2nnc(-c3ccccc3)o2)c2ccccc2F)ccc1Br (configuration not stated)	-5%
Cc1cccc(N2C(=O)CCSC23C(=O)N(Cc2ccc(F)cc2)c2ccccc23)c1 (configuration not stated)	-10%
COC(=O)c1nnn(-c2ccc(Cl)cc2)c1C(=O)OC	6%
CC(CNC(=O)C1CCN(C(=O)c2cc3sccc3n2C)CC1)c1ccccc1 (configuration not stated)	2%
COc1ccc(Cl)cc1NC(=O)CCN1C(=O)c2ccccc2Sc2ncccc21	-4%
COc1ccc(NC(=O)Cn2c(SCc3ccc(F)cc3)nc3cccnc32)cc1OC	2.7µM*
O=C(Nc1ccc(Br)cc1)c1ccc(F)c(S(=O)(=O)N2CCCc3ccccc32)c1	-10%
Cc1ccc(-n2ncc3c(N(C)Cc4ccccc4)ncnc32)cc1	0.67µM*
Cc1ccc(NC(=O)CN(C)S(=O)(=O)c2ccc3[nH]c4c(c3c2)CCCC4)c(Cl)c1	-3%
CC1CCN(C(=O)Cn2cc(SCC(=O)NCc3ccccc3)c3ccccc32)CC1	-13%
O=C(NCCCN1CCN(c2cccc(Cl)c2)CC1)c1ccc2nc(Cc3ccccc3)oc2c1	-1%
CCOc1ccccc1CNC(=O)CCn1c(=O)c2cccn2c2ccc(F)cc21	2%
O=C(Nc1c(C(=O)N2CCN(c3ccccc3F)CC2)oc2ccccc12)c1ccccc1F	2%
Cc1oc2ccc(O)c(CN3CCN(Cc4ccccc4)CC3)c2c1C(=O)Nc1ccccc1	-9%
Cc1ccc(C)c(Cn2c(=O)cc(C)c3c(C)nn(C)c32)c1	-14%
Cn1cnc2c(=O)oc3ccc(S(=O)(=O)N4CCN(c5ccccc5)CC4)cc3c21	3%
COc1ccc(-n2c(C)nc3cc(C(=O)NC4CCCCCC4)ccc32)cc1	?
CCOc1ccccc1N(C)C(=O)Cn1nc(Cc2cccnc2)c2ccccc2c1=O	-6%
CCOc1ccc(-n2cc(-c3ccccc3)c3c(NCc4ccccc4)ncnc32)cc1	-6%
Cc1nc2sc(C)c(C)n2c(=O)c1S(=O)(=O)NCCc1ccc(Cl)cc1	-6%
CCOC(=O)CSc1nc2cc3c(cc2c(=O)n1Cc1ccc(C(=O)NCCc2ccc(OC)c(OC)c2)cc1)OCO3	4%
Cc1cccc(C)c1NC(=O)CN(C)S(=O)(=O)c1ccc2[nH]c3c(c2c1)CCCC3	-9%
Cc1ccc2nc(-c3cccc(NC(=O)c4cccc5ccccc45)c3)oc2c1	2.1µM*
COCCCNC(=O)C1CCN(c2nnc(-n3cccc3CNc3ccc(C)cc3)s2)CC1	-1%
O=C(CSc1nc(O)c(C/C=C/c2ccccc2)c(=O)[nH]1)Nc1cccc(F)c1	11µM*
Cc1cccc(CNC(=O)c2cccc(NC(=O)N3CCSc4ncccc43)c2)c1	-12%
CC(C)CSc1oc(-c2ccco2)nc1S(=O)(=O)c1ccc(Br)cc1	-2%
CCCCNC(=O)CCCN1C(=O)CCn2nc(-c3cccn3C)cc21	-1%
COc1ccc(Nc2nnc(-c3ccc(C)c(S(=O)(=O)N4CCOCC4)c3)c3ccccc23)cc1	?
COCCNc1sc(S(=O)(=O)c2ccc(C)cc2)nc1S(=O)(=O)c1ccc(C)cc1	3%
Cc1ccc(CN(C(=O)COc2ccc(Cl)c(C)c2)C2CCS(=O)(=O)C2)o1 (configuration not stated)	-12%
COc1ccc(C(=O)NCc2ccc3c(c2)CCN3C(=O)c2ccncc2)cc1	-18%
CC(C)c1ccc2occ(CC(=O)N(Cc3ccc(F)cc3)C3CCS(=O)(=O)C3)c2c1 (configuration not stated)	-9%
Cc1ccc(C)c(CSc2nnc3[nH]c(=O)cc(C)n23)c1	-1%
CCOC(=O)c1cc2c(=O)n3ccccc3nc2n(CCOC)c1=NC(=O)c1cc2ccccc2o1	-1%
COC(=O)c1c(NC(=O)c2cccc(OC)c2)sc2c1CCC(C(C)(C)C)C2 (configuration not stated)	-6%
CCOC(=O)c1c(C)sc(-c2c(-c3ccc4c(c3)OCCO4)[nH]c3c2c(=O)[nH]c(=O)n3C)c1O	-1%
CCN(CC)c1ccc(C(=O)N2CCc3c([nH]c4ccccc34)C2c2ccc(F)cc2)cc1 (configuration not stated)	-1%
CCCc1nn2c(=O)cc(COC(=O)c3ccc(NC(=O)COc4ccc(F)cc4)cc3)nc2s1	-5%
CCC(C(=O)NCc1cccc(Br)c1)n1nc(C)c2c(C)n(-c3ccccc3)nc2c1=O (configuration not stated)	-1%
CC(=O)c1ccc(NC(=O)c2sc(-n3nc(C)c(Cc4ccccc4)c3C)nc2C)cc1	0%
CCc1ccc(-n2nc(CO)c(C(=O)NCc3cccs3)n2)cc1	-15%
CCCS(=O)(=O)N1CC(=O)N(c2cccc(F)c2)C(C)(C(=O)NC2CCCCCC2)C1 (configuration not stated)	0%
Cc1ccc(Cl)cc1N1CCN(C(=O)c2cnc3c(-c4ccc(F)cc4)c(C)nn3c2C)CC1	1%
CCCCN(CC)C(=O)c1cc2c(=O)n3ccccc3nc2n1C	-6%
COc1ccc(-n2cc(C(=O)NCc3ccccc3Cl)c3ccccc3c2=O)cc1	-18%
CCC1CCCCN1C(=O)CSc1nnc(-c2ccc(OC)c(OC)c2)o1 (configuration not stated)	-3%
CCN(CC)C(=O)Cn1c(=O)n(CCCCCC(=O)NCc2ccccc2)c(=O)c2sccc21	-3%
CCOc1ccc2nc(N3CCCC(C(=O)NCCc4ccc(OCC)c(OCC)c4)C3)sc2c1 (configuration not stated)	?
CC(C)(C)OC(=O)N1CCC(c2c(C(=O)NCCN3CCC(Cc4ccccc4)CC3)cnn2-c2cccc(Cl)c2)CC1	-3%
Cc1ccc(-c2nc(CS(=O)(=O)CC(=O)NC(C)CCc3ccccc3)c(C)o2)cc1 (configuration not stated)	-18%

Part of the list above in a different format:
CCOC(=O)c1c(C)sc(-c2c(-c3ccc4c(c3)OCCO4)[nH]c3c2c(=O)[nH]c(=O)n3C)c1O
  FLuc counter: -1%

CCCCN(CC)C(=O)c1cc2c(=O)n3ccccc3nc2n1C
  FLuc counter: -6%

COc1ccc(C(=O)NCc2ccc3c(c2)CCN3C(=O)c2ccncc2)cc1
  FLuc counter: -18%

CCOC(=O)c1cc2c(=O)n3ccccc3nc2n(CCOC)c1=NC(=O)c1cc2ccccc2o1
  FLuc counter: -1%

5 consecutive records out of the list so far, quoted:
SMILES	FLuc counter
CC(=O)c1ccc(NC(=O)c2sc(-n3nc(C)c(Cc4ccccc4)c3C)nc2C)cc1	0%
CCc1ccc(-n2nc(CO)c(C(=O)NCc3cccs3)n2)cc1	-15%
CCCS(=O)(=O)N1CC(=O)N(c2cccc(F)c2)C(C)(C(=O)NC2CCCCCC2)C1 (configuration not stated)	0%
Cc1ccc(Cl)cc1N1CCN(C(=O)c2cnc3c(-c4ccc(F)cc4)c(C)nn3c2C)CC1	1%
CCCCN(CC)C(=O)c1cc2c(=O)n3ccccc3nc2n1C	-6%

The listing continues.
SMILES	FLuc counter
CCC(C(=O)Nc1cccc(Cl)c1C)n1nc(C)c2sc3ccccc3c2c1=O (configuration not stated)	11µM*
Clc1ccc2nc(Nc3ccccc3Cl)nc(-c3ccccc3)c2c1	1%
CCN(CCCNC(=O)Cn1ncc2c3ccccc3n(C)c2c1=O)Cc1ccccc1	-14%
COC(=O)c1ccc(NC(=O)c2c(NCc3cccc(F)c3)sc3c2CCCC3)cc1	?
CCOc1ccc(C(=O)NCC(c2ccc3c(c2)OCO3)N2CCOCC2)cc1 (configuration not stated)	-2%
COc1cc(OC)c(NC(=O)NCc2cccn2Cc2ccccc2)cc1Cl	6%
Cc1ccc(-c2nc3cc(C(C)C)ccc3o2)cc1NC(=O)c1cc2ccccc2o1	2.4µM*
CCCN(CCC)CCNC(=O)c1cc(-c2ccc(Br)s2)nc2ccccc12	-8%
Cc1cccc(NC(=O)c2cc(S(=O)(=O)NCCc3ccccc3)ccc2F)c1C	5%
CC(C)CCNC(=O)C(=O)Nc1c2c(nn1-c1ccccc1)CS(=O)(=O)C2	0%
O=S(=O)(c1ccccc1)c1nnn2c1nc(NCc1ccccc1)c1sccc12	0%
COc1ccc(-c2cn3c(n2)sc2cc(C(=O)NCc4ccccc4)ccc23)cc1	2%
CCOc1ccc(NCc2cccn2-c2nnc(N3CCC(C(=O)NCc4ccccc4Cl)CC3)s2)cc1	-5%
Cc1ccc(Cl)cc1N1CCN(C(=O)c2cn(C)c3ccc(S(=O)(=O)N4CCC(C)CC4)cc3c2=O)CC1	2%
CCN1CCN(c2c(S(=O)(=O)c3ccc(OC)cc3)cnc3cc(OC)c(OC)cc23)CC1	-1%
CCN(CC)C(=O)Cn1c(=O)n(-c2ccc(C)c(C)c2)c(=O)c2c(C)c(C(=O)N(CC)CC)sc21	0%
Cc1ccc(Oc2nc3c(c(=O)n(Cc4ccccc4)c(=O)n3C)n2C)cc1C	-2%
CCCN1C(=O)c2[nH]nc(-c3cccc(OC)c3)c2C1c1ccccn1 (configuration not stated)	-9%
CCCc1cc(C(=O)Nc2c(C)nn(Cc3ccc(C)cc3)c2C)no1	5%
CC(=O)c1ccc(N2CCN(C(=O)C3CCN(S(=O)(=O)c4ccc(Br)s4)CC3)CC2)cc1	3%
Cc1c(Cl)cccc1NC(=O)C1CCCN(c2ncnc3onc(C)c23)C1 (configuration not stated)	11%
NS(=O)(=O)c1ccc(CCNc2ncnc3c2cnn3-c2cccc(Cl)c2)cc1	0%
COc1ccc(S(=O)(=O)c2c(Nc3cccc(Cl)c3)sc(C(=O)c3ccccc3)c2N)cc1	0%
COc1ccc(OC)c(CCNC(=O)c2cnn(-c3ccccc3Cl)c2C2CCN(C(=O)OC(C)(C)C)CC2)c1	-2%
Cc1nc(C)c(-c2ccc(SCC(=O)Nc3cccc(C)c3C)nn2)s1	1%
COc1cc(NC(=O)N2CCc3c(sc4c3CCCC4)C2c2ccccc2)cc(OC)c1OC (configuration not stated)	2%
Cc1ccc(-c2c(C(=O)Nc3ccc(F)c(F)c3)oc(=O)c3ccccc23)cc1	-1%
Cc1nnc(SCc2ccccc2Cl)c2cc3occc3n12	17µM*
COc1cc(NC(=O)Cn2c(=O)nc(-c3ccccc3F)c3cc(Cl)ccc32)cc(OC)c1	-11%
